mIAP activ: increases mouse intestinal alkaline phosphatase activity. activation factor at 10 µM. 330,000 compounds, 0.24% hits. AID 2805. muIAP, CDP-Star luminescence, 30 min; stronger effect = higher value; 1 = vehicle-only enzyme signal, 0 = enzyme-free wells;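 active means activation factor of at least 2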; further: the source names both 10 and 20 µM as test concentration; values of inactives mirror those of a sister screen read the other way
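Assay system: mouse IAP enzyme / Compound: DMSO-dissolved test compounds / Timing: 30 min, room temperature / Measured by: luminescence from enzymatic CDP-Star hydrolysis / Control set: DMSO-only wells, enzyme-free buffer wells as negative control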
A3A deaminase: human APOBEC3A DNA deaminase inhibition; recombinant A3A, FAM/TAMRA ssDNA deamination fluorescence; inhibition, % at 20 µM; 330,000 compounds, 0.41% hits;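 active means at least 40% inhibition at 20 µM here, with at most 30% in a related deaminase screen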;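 further: plate controls were A3A with DMSO for no effect and wells lacking A3A enzyme for full effect; some results filed as inactive read as strong as hits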
Target sequence (P31941 whole entry, looked up): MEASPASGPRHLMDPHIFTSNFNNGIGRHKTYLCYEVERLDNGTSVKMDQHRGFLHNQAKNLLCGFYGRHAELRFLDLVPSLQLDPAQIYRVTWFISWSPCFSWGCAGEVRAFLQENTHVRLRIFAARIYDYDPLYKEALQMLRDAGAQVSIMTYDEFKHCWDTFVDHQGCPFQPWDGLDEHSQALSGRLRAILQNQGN
MPTP inh: inhibitors of mitochondrial permeability transition pore; isolated mouse mitochondria, Ca2+ swelling absorbance, 30 min; inhibition, % at 10 µM; 360,000 compounds, 1.4% hits; AID 602449;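 active means inhibition of 50% or more, scaled per plate between neutral and stimulator controls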;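 further: 0% = DMSO wells given calcium and 100% = 1 mM EGTA wells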
hIAP inh: blocks human intestinal alkaline phosphatase. P09923. purified IAP, CDP-Star luminescence, 30 min. inhibition, % at 10 µM. 330,000 compounds, 0.12% hits;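 active means inhibition reaching a set limit with compound at 10 µM in the primary screen, cut at about 35% in these data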;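 further: plate controls were DMSO wells with enzyme for no effect and no-enzyme buffer wells for full effect; values of inactives mirror those of a sister screen read the other way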
A3G deaminase: blocks human APOBEC3G single-stranded DNA deamination | recombinant A3G, ssDNA deamination FAM/TAMRA fluorescence | inhibition, % at 20 µM | 330,000 compounds, 0.28% hits;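 active means inhibition of at least 40% at 20 µM, with no more than 30% in the related APOBEC3A deaminase screen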;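 further: plate controls were DMSO wells with A3G for no effect and wells lacking A3G enzyme for full effect; some compounds called inactive have numbers as strong as hits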
Target sequence (Q9HC16 whole entry, looked up): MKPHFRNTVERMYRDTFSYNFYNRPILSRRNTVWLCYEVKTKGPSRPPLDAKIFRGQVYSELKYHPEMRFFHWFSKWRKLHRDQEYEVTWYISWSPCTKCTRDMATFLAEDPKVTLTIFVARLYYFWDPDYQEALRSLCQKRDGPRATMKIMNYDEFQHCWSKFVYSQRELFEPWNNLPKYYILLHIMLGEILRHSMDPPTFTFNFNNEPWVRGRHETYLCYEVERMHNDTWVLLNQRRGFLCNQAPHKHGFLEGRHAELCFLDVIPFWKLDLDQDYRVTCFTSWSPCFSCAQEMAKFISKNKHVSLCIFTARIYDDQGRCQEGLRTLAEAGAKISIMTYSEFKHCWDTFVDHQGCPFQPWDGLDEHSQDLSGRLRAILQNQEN
ATG4B inh: ATG4B (human) cysteine protease inhibition | inhibition, % at 8.33 µM | ATG4B cleavage of LC3-PLA2, NBD-HPC fluorescence, 1 h | Q9Y4P1 | 340,000 compounds, 0.51% hits; in the data active means inhibition above about 40%
Target sequence (Q9Y4P1 whole entry, looked up): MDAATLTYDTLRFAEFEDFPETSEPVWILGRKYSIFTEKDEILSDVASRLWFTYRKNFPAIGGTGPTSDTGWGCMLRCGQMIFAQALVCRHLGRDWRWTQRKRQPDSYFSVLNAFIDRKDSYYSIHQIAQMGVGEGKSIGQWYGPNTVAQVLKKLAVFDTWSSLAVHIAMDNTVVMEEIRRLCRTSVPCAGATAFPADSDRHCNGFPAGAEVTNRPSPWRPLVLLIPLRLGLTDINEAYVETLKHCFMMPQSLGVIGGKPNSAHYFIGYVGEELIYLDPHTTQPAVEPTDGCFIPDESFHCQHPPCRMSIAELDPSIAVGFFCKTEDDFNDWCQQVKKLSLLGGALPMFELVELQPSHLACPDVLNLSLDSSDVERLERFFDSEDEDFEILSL
hIAP act: increases human intestinal alkaline phosphatase activity | purified human IAP, CDP-Star luminescence, 30 min; stronger effect = higher value; 1 = vehicle-only enzyme, 0 = enzyme-free background | activation factor at 10 µM | P09923 | AID 2524 | 330,000 compounds, 0.16% hits;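 active means activation factor of the enzyme at least 2-fold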; further: the source names both 10 and 20 µM as test concentration; values of inactives mirror those of a sister screen read the other way
mIAP block: mouse IAP inhibition. purified mouse IAP, CDP-Star luminescence, 30 min. 330,000 compounds, 0.2% hits. inhibition, % at 10 µM;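 active means inhibition of at least 40% at 10 µM in the primary screen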;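 further: plate controls were DMSO with enzyme for no effect and no enzyme wells for full effect; values of inactives mirror those of a sister screen read the other way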
MIN6 prolif: induces beta-cell replication in MIN6 cells; proliferation, % at 10 µM; AID 2380; MIN6 cells proliferation, ATPlite luminescence, 48 h; cells starved in 0.2% serum; 100% = growth in 10% serum; 330,000 compounds, 0.29% hits;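 active means compounds whose signal lies at least 3.5 SD above the mean of all wells on their plate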;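 further: 0% = DMSO-treated cells in low-serum medium and 100% = 10% serum control; some compounds called inactive have numbers as strong as hits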
* = called active by the depositor; . = not tested or not shown. Compounds were not picked by outcome; 3.3% or so of the library scored in one or more.

molecule	mIAP activ	A3A deaminase	MPTP inh	hIAP inh	A3G deaminase	ATG4B inh	hIAP act	mIAP block	MIN6 prolif
CCN1CCN(c2c(Cl)cccc2NC(=O)c2cccs2)CC1	0.94	-3	-0.3	-4	-2	22	1	6	-3
Cn1cc(Br)c(C(=O)Nc2ncc(Br)s2)n1	0.99	2	0.4	-18	17	12	1.2	1	-1
CC(=O)Nc1ccc(S(=O)(=O)N2CCC(=O)Nc3ccccc32)cc1	0.96	0	-1.0	7	-6	16	0.93	4	1
CCOc1ccc(CCNS(=O)(=O)c2cn(C)cn2)cc1OCC	1.1	3	-0.7	-2	15	0	1	-12	-2
O=C(c1cnccn1)N1CCN(S(=O)(=O)c2cccc(Cl)c2)CC1	0.92	-6	-0.1	4	-2	-7	0.96	8	0
CS(=O)(=O)N(CC(=O)Nc1ccccc1C(=O)N1CCCC1)c1cccc([N+](=O)[O-])c1	1.1	-4	0.0	-5	-7	-6	1.1	-6	-2
OC[C@@H](O)C1OC2NC(=S)OC2C1O (some centres not stated)	1	1	1.6	-1	-5	-1	1	-3	-5
Clc1cc(Cl)cc(C2=NC(Cc3ccccc3)CO2)c1 (configuration not stated)	1.1	3	-0.2	-5	3	-1	1.1	-7	1
CCOc1ccc(CC(=O)N2CCC3(CC2)NCCc2[nH]cnc23)cc1	1.1	-6	-0.1	-17	-7	-2	1.2	-8	-2
CCOC(=O)c1sc(=NC(=O)c2ccc(C)cc2)n(C)c1C	1	-1	4.7	9	-6	-1	0.91	-4	-1
COc1ccc(NCc2ccc(OC)c(OC)c2)cc1	0.93	-1	.	38*	-6	.	0.62	7	1
Cc1cc(C)nc(N2CCCC(C(=O)Nc3nnc(C)s3)C2)n1 (configuration not stated)	1	4	-1.6	7	-4	0	0.93	0	-2
CCOC(=O)c1c(C)[nH]c(C(=O)OCC(=O)Nc2ccc(OCC)cc2)c1C	1	0	-0.6	0	-3	-5	0.99	-2	0
O=C(NCc1nc2ccccc2[nH]1)C1=C[C@@H](c2ccccc2)C[C@@H](OCc2ccc(CO)cc2)O1	1	4	1.7	-6	2	6	1.1	-2	-1
CCOC(=O)c1ccc(S(=O)(=O)NCCN2CCOCC2)cc1	0.94	-2	-2.7	5	-6	2	0.95	6	-1
CC(C)c1ccc(/C=C/C(=O)Nc2nncs2)cc1	1	3	5.9	-7	2	5	1.1	-3	0
O=[N+]([O-])c1ccc(N2CCN(S(=O)(=O)c3ccccc3[N+](=O)[O-])CC2)cc1N1CCc2ccccc2C1	0.91	2	1.5	-4	-5	9	1	9	6.0*
Cc1ccc(-n2c(O)c(C=NC3CCS(=O)(=O)C3)c3ccccc3c2=O)cc1C (configuration not stated)	1	-1	2.2	8	0	-27	0.92	0	0
CC(C)OCCCNC(=O)c1ccc(Br)cc1	1	-3	-0.5	10	-9	-5	0.9	0	-4
Cc1ccc(-c2nnc(SCC(=O)NNC(=O)COc3ccccc3C)n2C)cc1	0.96	2	2.3	-66	-1	-6	1.7	4	-4

The list continues:
molecule	mIAP activ	A3A deaminase	MPTP inh	hIAP inh	A3G deaminase	ATG4B inh	hIAP act	mIAP block	MIN6 prolif
O=C(c1ccc([N+](=O)[O-])cc1)N1CCN(Cc2ccccc2)CC1	1.1	-4	1.0	2	-6	-7	0.98	-12	-2
O=C(Nc1ccccc1Oc1cccnc1)C1CCCN(Cc2cccc(Cl)c2)C1 (configuration not stated)	1	-7	-1.3	18	-6	-8	0.82	-4	-4
CCOC(=O)C1CCN(Cc2ccc(OC)cc2OC)CC1	1	0	-1.3	8	-1	3	0.92	-1	0
O=C(NC1CCCCCC1)c1ccc(OCC2CCCO2)cc1 (configuration not stated)	1	4	-2.1	4	-2	4	0.95	-1	-2
CCOc1ccccc1C(=O)NCC(=O)OCC(=O)NCCc1ccc(S(N)(=O)=O)cc1	1	5	-1.8	5	-2	0	0.95	-3	-1
Cc1ccc(C)c(NS(=O)(=O)c2cc(C(=O)NCCC3=CCCCC3)ccc2C)c1	0.92	-7	14	7	-5	-9	0.93	8	-3
CCN1CCc2c(OCC(=O)N3CCCc4ccccc43)cccc2C1=O	0.97	0	0.6	8	-13	6	0.92	3	4
Cc1oc(C)c2c(=O)ccc3c(c12)OC(N)=C(C#N)C3c1ccccc1 (configuration not stated)	0.87	5	1.9	17	0	-1	0.83	13	-4
CCCCn1c(-c2ccc(Cl)c(Cl)c2)nc2cc3[nH]c(=O)c(C(C)C)nc3cc21	1.1	0	0.9	-14	-7	-10	1.1	-11	-3
COc1cccc(/C=C/C(=O)N(C)CC(=O)Nc2ccc(Cl)c(C(F)(F)F)c2)c1	0.92	0	2.1	-7	-6	4	1.1	8	-5
Cc1cc(C)n(-c2ncc(-c3ccccc3)nn2)n1	1	-1	-1.1	5	-3	3	0.95	-2	1
O=S(=O)(c1ccc2nc(Cc3ccccc3)[nH]c2c1)N1CCOCC1	1.1	-1	-0.2	-10	2	0	1.1	-10	0
CC(=O)c1sc(Nc2ccccn2)nc1C	1	-1	1.4	6	-4	4	0.94	-1	-1
O=C1CC(c2ccc(O)c(O)c2)Oc2cc(O)cc(O)c21 (configuration not stated)	0.44	-1	-0.2	44*	-7	-7	0.56	56*	-5
COc1ccc(CNC(=O)CSCc2ccccc2Cl)cc1	0.91	3	-1.3	3	-4	9	0.97	9	0
NS(=O)(=O)c1cccc(NC(=O)Nc2ccc(Cl)cc2)c1	1.8	1	89*	-9	-4	12	1.1	-77	-5
CC(=O)Nc1cccc(CP(=O)(c2ccccc2)c2ccccc2)c1	1.1	7	-0.6	11	-5	-5	0.89	-8	-1
Cc1ccc(OCCNC(=O)c2cccc(C)c2)cc1	1	0	0.6	11	-4	-3	0.89	-3	-1
CCCCN(C1CCS(=O)(=O)C1)S(=O)(=O)c1cccs1 (configuration not stated)	1	-2	-1.2	-10	-11	-2	1.1	-4	2
Cc1cc(Cl)ccc1NNC(=O)c1snnc1C	0.95	1	5.0	-4	26	-10	1	5	-4

(continued)
molecule	mIAP activ	A3A deaminase	MPTP inh	hIAP inh	A3G deaminase	ATG4B inh	hIAP act	mIAP block	MIN6 prolif
Cc1occc(=O)c1OCc1ccc(Cl)cc1Cl	1	-3	0.3	7	-6	-5	0.93	-4	-1
COc1ccc(-c2cc(-c3ccccc3)nc(SC(C)C(=O)O)c2C#N)cc1 (configuration not stated)	0.95	-6	0.0	-21	-4	24	1.2	4	-4
O=C(Nc1cccnc1)c1ccc(Cl)c(S(=O)(=O)N2CCOCC2)c1	0.96	-2	-1.7	-15	-1	-1	1.1	4	0
O=C(c1ccc(S(=O)(=O)c2ccccc2)cc1)N1CCCCCC1	1	0	-0.1	-2	-8	7	1	0	2
COc1cccc(CC2(CO)CCCN(Cc3cnn(-c4ccccc4)c3)C2)c1 (configuration not stated)	1	-3	0.6	0	-12	-4	1	-2	-2
CCNS(=O)(=O)c1cc(OC)ccc1OC	0.98	-1	0.4	5	-3	2	0.95	2	-2
c1ccc(NNC2=NCCCCC2)cc1	0.99	-1	-1.7	2	39	-2	0.98	1	-2
Cc1ccc(S(=O)(=O)c2nc(-c3ccccc3)oc2NCCN2CCOCC2)cc1	1.1	-4	-1.2	-3	-4	-14	1	-7	-3
CNC(=S)NNC(=O)c1cccc(N(C)C)c1	1	-3	-3.6	-22	-6	-3	1.2	0	1
COCCN(C(=O)CN1CCCc2ccccc21)c1c(N)n(Cc2ccccc2)c(=O)[nH]c1=O	0.99	4	1.8	-4	-3	-9	1	1	0
Cc1ccc(NC(=O)c2ccc3c(c2)CCN3S(C)(=O)=O)cc1C	0.98	-5	1.2	-24	-3	-5	1.2	2	-2
CC1=CC(C)(C)N(C(=O)CSc2nnc(N)s2)c2cc(C)c(C)cc21	1	0	-2.0	3	-1	6	0.97	-3	0
COc1cc2ccccc2cc1C(=O)N1CCCCC1	1	3	1.2	-7	-2	3	1.1	0	-5
COCCNCCCCOc1ccccc1-c1ccccc1	1.1	-5	0.7	-16	-7	7	1.2	-14	-4
COc1ccccc1N=CC1=C(O)CC(c2ccccc2)CC1=O (configuration not stated)	1.1	0	-0.5	-4	-1	1	1	-9	2
O=C(O)/C=C/c1cccc(NC(=O)Nc2ccc([N+](=O)[O-])cc2)c1	0.94	-3	2.0	13	-7	-2	0.87	6	0
COc1cc(C=Nc2c(C)cc(C)cc2C)ccc1OC(C)=O	0.91	-1	-1.4	-4	-4	-10	1	9	1
CCCCOc1ccc(OCCSc2nc3ccccc3n2CC(=O)O)cc1	1.1	-4	-1.0	-16	-4	-1	1.2	-6	-1
CC1(C)CC(=O)C(N=Nc2cc(C(F)(F)F)ccc2Cl)=C(O)C1	0.96	2	-1.5	2	1	3	0.98	4	-2
CCC1(c2ccccc2)NC(=O)N(CC(=O)Nc2cc(Cl)ccc2N2CCN(C)CC2)C1=O (configuration not stated)	1.1	-6	-1.3	4	-7	-2	0.96	-13	-2

Ordered by the number under A3A deaminase (rising): 3 from the list above.
| canonical_smiles | A3A deaminase |
| --- | --- |
| Cc1ccc(S(=O)(=O)c2nc(-c3ccccc3)oc2NCCN2CCOCC2)cc1 | -4 |
| COc1ccccc1N=CC1=C(O)CC(c2ccccc2)CC1=O (configuration not stated) | 0 |
| COCCN(C(=O)CN1CCCc2ccccc21)c1c(N)n(Cc2ccccc2)c(=O)[nH]c1=O | 4 |

Other entries
molecule	mIAP activ	A3A deaminase	MPTP inh	hIAP inh	A3G deaminase	ATG4B inh	hIAP act	mIAP block	MIN6 prolif
Cc1cc(C)n(-c2ccc(C(=O)NCc3cccs3)cc2)n1	1	-3	-1.2	-15	-6	-9	1.1	-4	-2
COc1nc(Nc2cccc(F)c2)nc(OC)n1	0.94	3	0.2	-4	-3	-1	1	6	0
O=C(NCCCN1CCOCC1)C(=O)N/N=C/c1cccc2ccccc12	0.93	0	2.4	-6	4	-9	1.1	7	-2
O=C(CSc1ncccn1)N/N=C/c1cccs1	1	7	0.2	-14	1	-1	1.1	-2	0
Cc1ccc(NC(=S)Nc2cccnc2)c(S(=O)(=O)N2CCCCC2)c1	1.1	-4	38	-5	-2	-21	1	-12	-5
COc1ccc(NC(=O)c2ccc3c(c2)CCN3S(=O)(=O)c2ccccc2)cc1	0.97	-5	-1.1	18	-7	-4	0.82	3	1
CCOc1ccc(NC(=O)CN(C)C(=O)c2cc([N+](=O)[O-])ccc2N2CCOCC2)cc1OCC	0.88	-1	-0.8	2	-4	4	0.98	12	5
CCOc1ccc(C2c3c(oc4cc(C)c(C)cc4c3=O)C(=O)N2CCCN(C)C)cc1OC (configuration not stated)	0.92	0	-0.7	8	0	9	0.92	8	-1
O=C(Nc1cc(C(F)(F)F)ccc1N1CCOCC1)c1ccccc1	1.1	-6	-0.1	-6	-7	-5	1.1	-7	1
CN1C(=O)C(O)(CC(=O)/C=C/c2ccco2)c2cc(Br)ccc21 (configuration not stated)	0.9	1	0.2	2	-4	-1	0.98	10	-4
COc1cccc(NC(=O)[C@H](Cc2ccccc2)NC(=O)[C@@H]2Cc3ccccc3CN2)c1	1.1	2	2.9	-23	6	-2	1.2	-11	-2
O=C1N[C@@H](Cc2cn(S(=O)(=O)c3ccccc3)c3ccccc23)C(=O)N[C@H]1Cc1ccccc1	1	-1	0.5	9	-6	-6	0.91	0	-4
CN(C)CCCNc1ccc(-c2nn(C)c(=O)c3ccccc23)cc1[N+](=O)[O-]	0.98	11	0.3	4	-1	-8	0.96	2	-5
CCOc1ccccc1/C=N/NC(=O)c1ccc(Cn2cc([N+](=O)[O-])cn2)o1	0.98	-3	-0.9	14	-4	-11	0.86	2	-2

Screening results as filed in PubChem BioAssay.
